# CHO-K1 Ca antag: nonselective inhibitor or artifact in parental CHO-K1 cells | inhibition, % at 3 µM | 360,000 tested, 0.6% active | ATP-induced calcium, Fluo-8 fluorescence | AID 602250;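 active = inhibition above a per-plate cutoff, the plate's mean sample inhibition plus 3 SD, cut at about 24% in these data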;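 also: 0% = DMSO plus EC80 ATP and 100% = DMSO alone without ATP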
# CHRM1 agonist: human M1 muscarinic receptor agonists, primary screen, Fluo-8 calcium fluorescence, CHO-K1 cells, HTS | CHO-K1 hM1, agonist mode; 0% DMSO, 100% acetylcholine EC100 | activation, % at 3 µM | 360,000 tested, 0.33% active | AID 588814, 2011;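 active = activation above the run's mean compound activation plus 3 SD, cut at about 16% in these data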;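 also: peak over basal fluorescence ratio within a 140 s kinetic read after compound addition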
# CHO-K1 Ca ag: counter-screen for M1 agonists: effect in parental CHO-K1 cells. Fluo-8 calcium fluorescence; scaled to maximal ATP response, vehicle zero. AID 602248, 2012. activation, % at 3 µM. 360,000 tested, 0.48% active; in the data active = activation above about 15%;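 also: untransfected CHO-K1 host cells lacking M1 receptor as counterscreen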
# OXTR potentiate: human OXTR potentiators, primary screen, fluorescence, CHO-OTR cells, Fluo-8 calcium. Fluo-8 calcium fluorescence, potentiator mode; 0% = oxytocin EC15, 100% = EC100. activation, % at 3 µM. AID 2445, 2010. 320,000 tested, 0.061% active;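 active = activation above that plate's cutoff, the mean activation of tested compounds plus 3 SD, cut at about 6.6% in these data, passing the limit was not always enough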;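 also: 100% uses oxytocin at 75 nM as the full agonist control; some results filed as inactive read as strong as hits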
#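 System: human OTR in CHO cells / Also added: sub-maximal oxytocin, roughly EC15 / Control set: EC15 oxytocin low, 75 nM oxytocin high / Schedule: 6 min compound pre-incubation at room temperature, 100 s kinetic read / Compound: single-point 3.0 µM / Replication: singlicate / Technique: Fluo-8 calcium dye fluorescence / Read-out basis: % activation of max/min ratio relative to oxytocin controls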
# M1 PAM parental: nonselective calcium activators in parental CHO-K1 cells, primary screen, counter-screen for M1 PAM project, cell-based, Fluo-8 calcium fluorescence, full deck, 1536-well; ATP EC20; 0% at ATP EC20, 100% at ATP max; activation, % at 3 µM; 360,000 tested, 0.02% active; AID 602247, 2012;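 active = activation above the run cutoff, the mean activation of all test compounds plus 3 SD, cut at about 40% in these data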;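 also: peak over basal fluorescence ratio in a 140 s read after ATP addition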
# CHO parental Ca: ATP-evoked calcium signal inhibitors, parental CHO, primary screen, counter-screen for OX1R antagonist project, cell-based, fluorescence, Fluo-8 calcium dye; parental CHO-K1, ATP-induced calcium, Fluo-8 fluorescence; 330,000 tested, 0.63% active; AID 463079, 2010; inhibition, % at 5.6 µM;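 active = inhibition above that plate's mean sample inhibition plus 3 SD, cut at about 26% in these data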;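 also: 0% = ATP-challenged DMSO wells and 100% = DMSO wells without ATP; some compounds past the cut are filed as inactive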
#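 Material: Parental CHO cells | Reagent: ATP | Compound dosing: Single nominal dose of 5.6 µM per compound | Detection: Intracellular calcium via Fluo-8 no-wash fluorescent dye | Read-out: % inhibition of ATP-induced calcium mobilization | Benchmarks: Low control ATP plus DMSO, high control DMSO only | Replicates: Singlicate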
# TAAR1 antag: human TAAR1 antagonists, primary screen, Fluo-8 calcium fluorescence, CHO RD-HGA16 cells; inhibition, % at 3 µM; Trace amine-associated receptor 1 (Homo sapiens), Q96RJ0; antagonist; AID 624466, 2012; 360,000 tested, 1.5% active;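 active = inhibition above a per-plate cutoff, the mean inhibition of test compounds on that plate plus 3 SD, cut at about 49% in these data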;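 also: 0% = DMSO plus EC80 beta-PEA response and 100% = DMSO alone without agonist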
# Target sequence (Q96RJ0 whole entry, looked up): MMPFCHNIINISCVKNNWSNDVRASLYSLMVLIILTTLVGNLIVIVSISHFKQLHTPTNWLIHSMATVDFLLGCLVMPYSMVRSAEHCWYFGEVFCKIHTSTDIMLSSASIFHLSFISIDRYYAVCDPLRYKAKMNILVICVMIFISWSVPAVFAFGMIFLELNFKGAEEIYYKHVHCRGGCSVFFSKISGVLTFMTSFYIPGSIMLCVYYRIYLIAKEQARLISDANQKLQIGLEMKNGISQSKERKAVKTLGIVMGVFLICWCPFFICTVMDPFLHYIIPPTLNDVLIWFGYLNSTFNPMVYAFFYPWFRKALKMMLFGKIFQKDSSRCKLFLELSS
#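 Material: RD-HGA16 CHO cells with stable hTAAR1 and Gα16; Dosing: single nominal final test compound concentration of 3 µM; Schedule: seeding 17-24 h prior, 75-min 37 °C, 30-min RT dye loading; Detection: kinetic Fluo-8 calcium fluorescence measurement; Measure: % inhibition from peak post-agonist over basal fluorescence ratio; Benchmarks: vehicle and agonist controls.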
# V1aR counter: agonists of human V1a receptor, primary screen, counter-screen for OXTR agonist project, fluorescence, CHO-V1R cells; Vasopressin V1a receptor (Homo sapiens), P37288; Fluo-8 calcium fluorescence, agonist mode; 0% DMSO, 100% 3 nM vasopressin; activation, % at 3 µM; 320,000 tested, 0.25% active;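 active = activation above the mean activation of all tested compounds plus 3 SD, per screening run, cut at about 20% in these data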;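 also: signal is peak over basal fluorescence ratio across a 100 second FLIPR read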
# Target sequence (P37288 whole entry, looked up): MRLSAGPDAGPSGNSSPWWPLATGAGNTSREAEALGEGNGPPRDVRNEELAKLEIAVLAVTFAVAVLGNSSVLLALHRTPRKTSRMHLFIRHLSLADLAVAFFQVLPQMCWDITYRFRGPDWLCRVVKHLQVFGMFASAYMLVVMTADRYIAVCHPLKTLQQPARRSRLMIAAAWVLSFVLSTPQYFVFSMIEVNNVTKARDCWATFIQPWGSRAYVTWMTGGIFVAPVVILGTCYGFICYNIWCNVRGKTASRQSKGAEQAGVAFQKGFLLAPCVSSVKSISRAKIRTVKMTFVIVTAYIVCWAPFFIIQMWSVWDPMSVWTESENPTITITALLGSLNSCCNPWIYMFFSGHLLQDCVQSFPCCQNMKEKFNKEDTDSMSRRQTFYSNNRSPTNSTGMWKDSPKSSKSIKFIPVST
# TAAR1 ag: human TAAR1 agonists, primary screen, Fluo-8 calcium fluorescence, CHO RD-HGA16 cells | Trace amine-associated receptor 1 (Homo sapiens), Q96RJ0 | vehicle wells 0%, saturating PEA agonist 100% | activation, % at 3 µM | 360,000 tested, 0.99% active;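 active = activation above the mean activation of all test compounds in the run plus 3 SD, cut at about 38% in these data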
#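 Assay system: CHO-derived RD-HGA16 cells with stable Gα16 and human TAAR1; timing: 17-24 h seeding, 75 min 37 °C dye, 30 min RT; read-out: % activation from peak over basal fluorescence ratio, DMSO-to-PEA scaled; measured by: kinetic Fluo-8 calcium fluorescence; benchmarks: low control DMSO, high control PEA (EC100); doses: 3 µM single concentration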
# Active calls of the source: *; nt = not tested or not shown.
SMILES,CHO-K1 Ca antag,CHRM1 agonist,CHO-K1 Ca ag,OXTR potentiate,M1 PAM parental,CHO parental Ca,TAAR1 antag,V1aR counter,TAAR1 ag
COCCNC(=O)C1CC(=O)N(C2CCCCC2)C1 (configuration not stated),2,-2,-0.1,-7,4,-16,-4,0.4,-2
CCCn1nnnc1SCC(=O)c1ccc(NC(C)=O)cc1,6,-1,5.3,-8,10,-16,13,1.5,7
COc1ccc(C(=O)Nc2ccc(NC(=O)c3ccco3)c(Cl)c2)cc1OC,-6,-4,2.3,-2,18,-4,-1,0.6,19
c1ccc2oc(CCc3nc4ccccc4o3)nc2c1,14,-3,0.2,0,-2,-13,-18,0.6,3
COc1cc(-c2nc3cnccn3c2NC(C)(C)CC(C)(C)C)ccc1O,15,-1,0.4,-4,-21,-26,-12,0.2,0
O=C(O)c1cccc(-c2ccccc2)c1O,-2,-3,-0.3,nt,0,nt,-21,nt,0
COc1ccccc1N1CCN(C(=O)c2cn(Cc3ccccc3)nc2-c2cccnc2)CC1,-17,11,3.7,-2,-15,-32,19,7.9,47*
CC1CN(C(=O)c2cccc(COc3ccccc3Cl)c2)CC(C)O1 (configuration not stated),4,-7,3.5,-3,0,-9,8,2.2,4
CC(C)(C)C1=CC(=O)C(=O)C(C(C)(C)C)=C1,-15,-2,0.7,-4,26,-11,nt,0.3,nt
O=C(OCC(=O)N1CCCc2ccccc21)c1cc(Br)ccc1O,-5,-2,-0.2,-8,-8,-8,-17,-1.7,-1
Cc1cc(S(=O)(=O)N2CCN(CC(=O)NCCc3cccs3)CC2)ccc1Br,-23,0,5.1,-7,7,-25,-11,5.0,8
O=c1cnnc(SCCc2ccccc2)[nH]1,8,-3,-0.1,-6,-4,-1,-12,0.1,7
CC(=O)N1CCc2c(sc(NC(=O)c3ccc([N+](=O)[O-])o3)c2C(N)=O)C1,3,2,-0.1,nt,7,nt,2,nt,-1
CCC(CC)C(=O)NCCN1CCN(C(=O)C(CC)CC)CC1,9,3,-0.1,-4,10,-10,8,0.0,1
CC(=O)OCC1OC(n2ccc(=O)[nH]c2=O)C(O)C1O (configuration not stated),-9,-2,0.1,-8,19,-5,-9,0.2,1
Cc1[nH]n(-c2cccc(Cl)c2)c(=O)c1-c1ccccc1,-8,-1,0.7,-13,1,-9,-9,3.7,5
COc1cc(C2Nc3ccc4ncccc4c3C3=C2C(=O)CCC3)cc(OC)c1OC (configuration not stated),-4,-12,0.3,-7,0,-6,-10,0.1,10
Cc1ccc(C(=O)C(C)OC(=O)Cn2[nH]c(=O)c3ccccc3c2=O)cc1 (configuration not stated),-1,-4,1.6,0,-10,-22,-38,1.2,2
COC(=O)c1cc2c(cc1[N+](=O)[O-])OCO2,-8,-7,2.5,-12,12,-4,9,0.6,7
CC(C)CN1CCN(Cc2cccc3nccnc23)CC1CCO (configuration not stated),-11,-10,0.7,1,27,-10,-22,0.1,7
Oc1ccccc1/C=N/[n+]1ccccc1,-14,0,0.9,-7,12,-5,4,-0.7,-2
CN(Cc1cn(Cc2cccc(C(F)(F)F)c2)nn1)C1CN(Cc2cn(Cc3cccc(C(F)(F)F)c3)nn2)S(=O)(=O)C1 (configuration not stated),-8,nt,4.5,nt,-1,nt,-7,nt,5
CCCCOC(=O)Oc1ccc2c(=O)c(Oc3cccc(C)c3)coc2c1,11,-7,0.8,1,-15,-11,-21,1.2,9
COc1cc(NC2=CC(=O)CC(C)(C)C2)cc(OC)c1,-4,-4,0.0,-2,8,-15,5,-1.7,16
O=C(NC(=S)Nc1ccc(S(=O)(=O)N2CCCC2)cc1)C1CC1,-17,-4,3.3,-10,7,20,31,0.7,4
CSc1nc2ccc3nc(NC(=O)c4ccc(Cl)s4)sc3c2s1,-5,-1,0.1,-5,21,0,nt,-0.5,nt
O=C(C1CC=CCC1)N1CCC(CO)(Cc2ccc(Cl)cc2)CC1 (configuration not stated),-11,2,2.0,-5,10,-17,-9,0.0,14
CC(C)c1cc(C(C)C)c(S(=O)(=O)NC(c2ccccn2)C23CC2C3)c(C(C)C)c1 (configuration not stated),-15,nt,0.2,nt,3,nt,-28,nt,-1
Cc1cccc(NC(=O)CCCN2C(=O)C(c3ccccc3)Oc3cccnc32)c1C (configuration not stated),4,-1,0.2,-5,-13,-24,6,2.8,-2
O=C(O)C1CC=CCC1C(=O)Nc1cccc(Cl)c1 (configuration not stated),6,0,0.2,-12,8,-12,-17,0.6,-3
C[C@H](CO)N1C[C@H](C)[C@@H](CN(C)S(=O)(=O)c2ccc(F)cc2)OCc2cnnn2CCCC1=O,-11,-4,1.0,nt,29,nt,6,nt,1
COCCNC(=O)C1CC(c2ccc([N+](=O)[O-])cc2)=NO1 (configuration not stated),-4,-3,0.1,1,-6,-4,7,0.4,12
COc1ccc(S(=O)(=O)N2CCCCCC2)cc1C(=O)Nc1ccc(C)cn1,4,-1,2.6,-5,7,-14,-13,0.5,1
O=C(C(NS(=O)(=O)c1cccc2nsnc12)c1ccccc1)N1CCN(c2ccccc2)CC1 (configuration not stated),-4,-4,2.5,-8,19,8,-2,0.4,3
CCc1ccccc1NC(=O)c1cc(-c2cccs2)on1,3,-7,-0.2,-3,-12,-17,-23,0.1,5
O=[N+]([O-])c1ccc(S(=O)(=O)NCC(c2ccco2)N2CCc3ccccc3C2)cc1 (configuration not stated),6,-5,0.0,-22,-10,-17,7,-1.9,12
CCN1C(=O)C(CC(=O)Nc2cc(C)ccc2C)SC1=Nc1ccc(S(N)(=O)=O)cc1 (configuration not stated),-10,-4,3.0,-7,12,-16,7,-0.1,8
O=[N+]([O-])c1cccnc1Nc1ccc(Cl)cc1,-5,-4,0.5,nt,-4,nt,-2,nt,-1
COc1ccc(C)cc1S(=O)(=O)n1cnc(C)c1,16,-2,-1.1,-14,-21,-2,-8,-0.1,0
CC[C@@]1(C(=O)OC)N[C@H](CN(C)C(=O)COC)[C@@H]2C(=O)N(Cc3ccccc3)C(=O)[C@@H]21,-14,-4,1.0,0,22,3,2,1.1,0
C=C(C)CN=CC1(C)CCC(C)=CO1 (configuration not stated),-15,-4,0.6,nt,26,nt,-8,nt,1
CCCCN(CC)Cc1ccc(CNC(=S)Nc2ccccc2F)o1,-17,-6,0.8,-3,8,-21,-17,0.7,5
COc1ccc(C(=O)COC(=O)CCCC(=O)NC2CCCCC2)cc1,-2,-2,0.8,1,0,-11,-14,0.1,1
Nc1ccc(C(=O)N2CCN(S(=O)(=O)c3ccc4c(c3)OCCO4)CC2)cc1[N+](=O)[O-],-3,-1,7.4,-14,-14,-6,2,5.4,5
Cc1ccccc1-c1nc(-c2ccc(NC(=O)c3cccs3)cc2)no1,-17,4,1.1,-10,2,-11,34,2.7,7
COc1ccccc1C(=O)Nn1c(C2CCC2)nc2ccccc2c1=O,-15,-5,2.3,-2,6,-18,8,-0.3,2
CCCN1C2CCCC1CC(NC(=S)NCCCOCC)C2 (configuration not stated),-28,-4,1.0,-10,23,-10,10,-0.3,0
CCc1ccc(C(=O)NNc2ccc(S(N)(=O)=O)cc2)cc1,17,-1,0.0,-3,-17,-3,-15,-0.1,3
Cc1ccc(C(=O)N/N=C\c2ccc[nH]2)cc1[N+](=O)[O-],5,0,0.2,-7,7,-5,8,0.1,1
CC(NC(=O)c1ccco1)c1nc(-c2ccc(Cl)cc2)no1 (configuration not stated),7,0,2.6,-12,2,20,6,9.3,-1

# Quoted from the listing:
# Reading of `COc1ccc(C(=O)COC(=O)CCCC(=O)NC2CCCCC2)cc1` under M1 PAM parental: 0
# Reading of `C=C(C)CN=CC1(C)CCC(C)=CO1` (configuration not stated) under M1 PAM parental: 26
# Reading of `Cc1ccccc1-c1nc(-c2ccc(NC(=O)c3cccs3)cc2)no1` under CHO-K1 Ca ag: 1.1

# (more compounds)
SMILES,CHO-K1 Ca antag,CHRM1 agonist,CHO-K1 Ca ag,OXTR potentiate,M1 PAM parental,CHO parental Ca,TAAR1 antag,V1aR counter,TAAR1 ag
COCCN(C(=O)COC(=O)Cc1c[nH]c2ccccc12)c1c(N)n(Cc2ccccc2)c(=O)[nH]c1=O,-18,-3,0.9,-10,26,-7,-10,-0.5,1
CCOc1ccc(NS(=O)(=O)c2ccc(C(=O)NCC3(N(C)C)CCCCC3)cc2)cc1,10,8,19*,-21,-3,55*,46,19,66*
Cc1ccc(NS(=O)(=O)c2ccc3c(c2)CC(=O)N3)c(C)c1,-4,0,1.6,-5,1,-10,-25,-0.8,3
CC(C)c1ccc(-c2nnn(CCC(=O)O)n2)cc1,-12,-1,-0.1,9,21,3,nt,0.1,nt
CCOC(=O)C1=C(C)N=c2s/c(=C\c3ccc(OC(C)=O)c(OCC)c3)c(=O)n2C1/C=C/c1ccccc1 (configuration not stated),-4,-3,1.6,-11,12,-8,-2,0.2,6
O=C(Oc1cccc(-n2cnnn2)c1)C1CCCCC1,-11,-5,0.0,-7,15,0,-3,-0.9,1
Cc1cc(-c2nnc(-c3ccccc3)c(-c3ccccc3)n2)c(C)o1,-13,-3,0.2,2,6,-13,-3,-0.7,4
O=C(CCc1ccccc1)NC(=S)Nc1cc(C(F)(F)F)ccc1N1CCOCC1,-29,-9,1.2,-6,15,-23,nt,0.1,nt
COc1ccc(CCN2CC(C(=O)N(C)CCOc3ccccc3)CCC2=O)cc1 (configuration not stated),-11,-2,1.5,-6,-12,-13,-12,1.4,-1
CCCCN(N=Nc1nonc1OC)c1nonc1OC,15,-4,-0.4,-15,-7,0,-14,-0.8,-2
CCOC(=O)c1c(NC(=O)c2ccno2)c2cc([N+](=O)[O-])ccc2n1C,-1,-3,-0.2,-1,-7,-18,0,-0.5,1
